# Screening data: PubChem BioAssay, ICCB-Longwood Screening Facility, Harvard Medical School
# PV pol inh – poliovirus RdRp elongation inhibitors, primary screen, biochemical, fluorescence polarization, total intensity | Genome polyprotein (Poliovirus type 1 (strain Mahoney)), P03300 | poliovirus polymerase elongation; stronger effect = lower value | % elongation, % (compound at 16.7 µg/mL) | 150,000 tested, 0.66% active; in the data active = % elongation below about 90%; note: some results filed as inactive read as strong as hits
# Target sequence (P03300 1749-2209 limits assumed): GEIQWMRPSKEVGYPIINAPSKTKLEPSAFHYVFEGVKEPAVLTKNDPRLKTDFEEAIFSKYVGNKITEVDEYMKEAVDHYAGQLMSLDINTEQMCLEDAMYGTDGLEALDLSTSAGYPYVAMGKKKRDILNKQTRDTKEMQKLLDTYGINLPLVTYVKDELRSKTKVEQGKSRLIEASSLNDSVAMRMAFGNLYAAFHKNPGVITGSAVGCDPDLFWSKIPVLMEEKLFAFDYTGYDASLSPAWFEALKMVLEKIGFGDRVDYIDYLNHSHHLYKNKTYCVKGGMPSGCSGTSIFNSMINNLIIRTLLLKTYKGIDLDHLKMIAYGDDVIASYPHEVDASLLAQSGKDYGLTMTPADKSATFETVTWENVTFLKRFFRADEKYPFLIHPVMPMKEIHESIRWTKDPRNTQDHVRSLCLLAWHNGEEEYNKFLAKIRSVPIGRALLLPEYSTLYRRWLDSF
# PV pol inh FP z-score – further read-out of PV pol inh, marked with its call; z-score; measured here: FP z-score; hits read low
# The depositor's hits bear a star; & = joins results of further samples. This is a subset; count on the stated rates, not on these rows.
Molecule	PV pol inh	PV pol inh FP z-score
COc1cccc(N2C(=O)C(CC(=O)Nc3cccc(F)c3)N(C(C)C)C2=O)c1 (centres undefined)	112	0.9
CCN1C(=O)C(O)(CC(=O)c2ccc(OC)c(OC)c2)c2ccccc21 (centres undefined)	100	-0.4
S=c1[nH]nc(Cc2ccccc2)o1	97	-1.1
COC(=O)c1cc(NC(=O)c2cc3c(-c4ccccc4F)nn(C)c3s2)cc(C(=O)OC)c1	106	-0.3
Cc1cnc(C(=O)Nc2ccccc2-c2nnn(CC(=O)NC3CCCC3)n2)cn1	104	0.1
Cc1cccc(-n2ncc(C(=O)N3CCC(C(N)=O)CC3)c2-n2cccc2)c1	101	-0.3
CC(=O)Nc1nnc(S(N)(=O)=O)s1	101&100	0.3&0.2
COc1cc2c(cc1NC(=O)CSCc1nc(N)nc(Nc3ccccc3C)n1)oc1ccccc12	100	-0.1
C/C(N)=C(/C#N)C(=O)Cn1nnc(-c2ccccc2)n1	103	0.1
CCCC(NC(=O)c1ccco1)C(=O)O (centres undefined)	101	-0.2
CCc1cccc(CC)c1NC(=O)c1cccs1	105	0.1
CC(=NC(C)C)C1=C(O)C(C)OC1=O (centres undefined)	103	0.5
Cc1coc2c1c(C)cc1oc(=O)cc(C)c12	104	-0.6
CC(N=C1CCCc2ccccc2N1)C(=O)O (centres undefined)	102	0.2
CCCCc1ccc(NC(=O)C2CC(=O)N(C)C2)cc1 (centres undefined)	101	-0.8
O=C(Nc1ccccc1C(=O)N1CCCC1)c1cccc(I)c1	104	0.1
CCOc1ccc(CN(C(=O)c2cc(=O)c3cc(C)cc(C)c3o2)C2CCS(=O)(=O)C2)cc1 (centres undefined)	113	1.2
O=C(CNC(=O)c1ccc(Br)cc1)NC1CC1	107	0.6
Cc1sc2ncnc(NC(C)C(=O)O)c2c1C (centres undefined)	102	0.3
COc1cccc(-c2noc(-c3cc(OC)cc(OC)c3)n2)c1	98	-1.5

# One compound at a time, from the list above.
# COc1cc2c(cc1NC(=O)CSCc1nc(N)nc(Nc3ccccc3C)n1)oc1ccccc12 in the list: PV pol inh = 100; PV pol inh FP z-score = -0.1
# Cc1sc2ncnc(NC(C)C(=O)O)c2c1C (centres undefined) in the list: PV pol inh = 102; PV pol inh FP z-score = 0.3
# CCc1cccc(CC)c1NC(=O)c1cccs1 in the list: PV pol inh = 105; PV pol inh FP z-score = 0.1

# Quoted at random: 4 compounds from above.
Molecule	PV pol inh	PV pol inh FP z-score
O=C(Nc1ccccc1C(=O)N1CCCC1)c1cccc(I)c1	104	0.1
Cc1sc2ncnc(NC(C)C(=O)O)c2c1C (centres undefined)	102	0.3
S=c1[nH]nc(Cc2ccccc2)o1	97	-1.1
COc1cc2c(cc1NC(=O)CSCc1nc(N)nc(Nc3ccccc3C)n1)oc1ccccc12	100	-0.1

# Other entries.
Molecule	PV pol inh	PV pol inh FP z-score
CSCc1nc2sc(C(=O)NC3CC3)c(C)c2c(=O)[nH]1	105	0.3
CCOc1cc2[nH]c(=S)n(CC(OCC)OCC)c(=O)c2cc1OCC	99	-0.6
Cc1ccccc1NC(=O)N1CC(C)Sc2ccccc21 (centres undefined)	103	0.7
O=C(O)CSc1ccc(Br)cc1	102	0.1
CC(=O)NCc1c(F)cccc1Cl	107	0.6
COc1ccc(/C=C/C(=O)OCc2nc3ccsc3c(=O)[nH]2)cc1S(=O)(=O)N1CCOCC1	113	1.1
O=C(NCCO)c1ccc2[nH]c3c(c2c1)CCCC3	100	-0.2
O=C(CSCc1ccccc1)NC1CCSC1=O (centres undefined)	100	-0.2
NC(N)=NC(=O)c1ccc(N)cc1	99	-1
O=C(Nc1cccc(NC(=O)c2ccccc2Cl)c1)c1cccc(Br)c1	104	0.2
Cc1ccc2nc(N=C(N)N)[nH]c2c1	102	0.1
CC1(C)C(=O)Nc2ccccc2N1C(=O)Cn1ccsc1=N	99	-0.5
CCN1C(=O)c2cccc3c(S(=O)(=O)NCCc4ccc(OC)c(OC)c4)ccc1c23	102	0.1
CCN(CC)c1ccc(/C=N/NC(=O)CC(C)C)cc1	105	0.6
Cn1c(=O)c2c(ncn2CCC(=O)N2CCN(c3cccc(C(F)(F)F)c3)CC2)n(C)c1=O	101	-0.6
CCC1CCCCN1C(=O)CCS(=O)(=O)c1ccccc1 (centres undefined)	102	-0.1
CC(C)NC[C@@H](O)COc1ccc(CC(N)=O)cc1	102	0.2
Cc1ccc(-c2nc3ccccc3c(=O)n2-n2cccc2)cc1	103	0.3
O=C(Nc1nc2ccccc2[nH]1)c1ccc2c(=O)n3c(nc2c1)CCCCC3	100	-0.3
O=S(=O)(NCCSc1ccccc1)c1ccc(Cl)cc1	100	0

# Going on with the list.
Molecule	PV pol inh	PV pol inh FP z-score
Cc1cc(-n2c(C)nc3ccccc3c2=O)ccc1NC(=O)c1cccc([N+](=O)[O-])c1C	108	0.3
Cc1nc(-c2coc3c(I)c(O)ccc3c2=O)cs1	101	0
CCc1ccc(OCc2nc(-c3ccc(OC)cc3)no2)c(Br)c1	102	-0.2
CC(=O)NC(Cc1ccccc1)C(=O)OCN1C(=O)c2ccccc2C1=O (centres undefined)	101	0
CCCCCC(=O)/C=C/C=C\C/C=C\C/C=C\CCCC(=O)O	101&101	-0.2&0.3
FC(F)(F)c1cccc(CN2CCSCC2)c1	97	-0.2
CCn1c(C)c(P(=O)(N2CCOCC2)N2CCOCC2)c2ccccc21	99	-0.3
CC(C)(C)NC(=O)c1oc2ccccc2c1NC(=O)c1ccc(F)cc1	105	-0.3
COc1cc2c(cc1OC)CN(S(=O)(=O)c1ccc3c(c1)OCCCO3)CC2	100	-0.4
Cc1cc(/C=C(\C#N)C(=O)NCc2cccs2)c(C)n1C1CCCC1	102	0.2
O=c1ccc2cc(S(=O)(=O)N3CCOCC3)ccc2o1	99	-0.8
CCOC(=O)c1noc2ncn(CC(=O)Nc3cc(Cl)ccc3OC)c(=O)c12	107	0
CCc1ccc2nc(Cl)c(CO)cc2c1	104	0.6
Cc1ccccc1NC(=O)N1CCCC(c2nc(-c3ccc(F)cc3)no2)C1 (centres undefined)	103	0.1
Nc1cc(C(=O)OCC(=O)N2CCCc3ccccc32)ccc1Cl	103	0.8
CC(=O)n1cc(/C=N/NC(=O)c2sc(C)nc2C)c2ccccc21	97	-0.3
CN(C)C1(CNCc2cnn(-c3ccccc3)n2)CCCCC1	88*	-2*
CC(=O)SC[C@@H](C)C(=O)N1CCC[C@H]1C(=O)O	104	0.3
O=C(Cc1ccc(NC2=NC3CS(=O)(=O)CC3S2)cc1)Nc1ccccc1 (centres undefined)	103	0.4
O=C(OCn1nnc2ccccc2c1=O)C1CCN(C(=O)c2ccc(Cl)cc2)CC1	99	-0.2

# Next part.
Molecule	PV pol inh	PV pol inh FP z-score
CCCSc1ncc(Cl)c(C(=O)Nc2nc3ccc(C)cc3s2)n1	112	1.5
O=C(COc1ccc(-c2nnco2)cc1)NCCC1=CCCCC1	98	-0.3
CCC(=O)NC(=S)Nc1ccccc1	100	-0.2
CN1C(C(=O)Nc2ccc(F)cc2F)=CC(c2ccc3c(c2)OCO3)=NS1(=O)=O	110	0.1
Cn1cc(C(=O)NCc2ccccc2)c(=O)c2cc(S(=O)(=O)N3CCOCC3)ccc21	104	-0.1
CC(C)C12CN3CC(C(C)C)(CN(C1)C3c1ccc(Cl)cc1)C2=O (centres undefined)	107	0.4
COc1cc(C(=O)OCC(=O)/C=C2/N(C)c3ccccc3C2(C)C)ccc1OCC(=O)N1CCOCC1	103	0.3
O=C(C1CCN(C(=O)N2CCOc3ccccc32)CC1)N1CCOCC1	104	0.4
O=C(c1ccccc1)N1CCCCC(Sc2ccccc2)C1=O (centres undefined)	101	0
COC(=O)CN1C(=O)C(O)(c2c(C)[nH]c3ccccc23)c2ccccc21 (centres undefined)	102	-0.4
CCC(=N\Nc1nc(C)cc(=O)[nH]1)/C(CC)=N/Nc1nc(C)cc(=O)[nH]1	102	0.1
N#CC(C#N)=C(N)/C(C#N)=C/c1ccc(-c2cccc(C(=O)O)c2)o1	124	2
CC1(C)Cc2cccc(OCC(=O)NCc3ccc4c(c3)OCO4)c2O1	105	0.3
Cc1ccc(NCc2n[nH]c(=S)n2C)cc1Cl	100	-0.9
O=C1c2ccccc2C(=O)N1CC1=NCCc2ccccc21	103	0.6
CCNC(=O)C1CCN(c2nc3c(C)cc(C)cc3s2)CC1	103	0.3
COc1ccccc1NC(=O)C1=C(C)Nc2ncnn2C1c1cccn1C (centres undefined)	110	1
Cc1cn(C)c(CC(=O)N2CCN(c3ccc(F)cc3)CC2)c1C(=O)O	108	0.3
CCc1ccc(Oc2coc3cc(OC(=O)c4ccco4)ccc3c2=O)cc1	100	-0.3
O=C(CN1CC(=O)Nc2ccccc21)NCCc1ccc(Cl)cc1	102	-0.2

# Next part.
Molecule	PV pol inh	PV pol inh FP z-score
COc1cc(C2c3c(oc4ccc(C)cc4c3=O)C(=O)N2Cc2ccc(F)cc2)ccc1O (centres undefined)	102	-0.5
O=P(c1ccccc1)(c1ccccc1)C1CCS(=O)(=O)C1 (centres undefined)	104	0.3
CC(=O)Nc1ccc2nc(-c3cc(C)ccc3C)[nH]c2c1	99	-0.5
Cc1ccc(S(=O)(=O)NCCN=Cc2ccc(N(C)C)cc2)cc1	104	1.8
COc1ccc(CCNC(=O)CCCc2cn(C)c3ccccc23)cc1OC	103	0.8
CN(Cc1ccccc1)C(=O)COc1ncnc2ccccc12	103	0.7
O=C(c1cccc(NS(=O)(=O)c2ccc(F)c3ccccc23)c1)N1CCOCC1	102	0.3
CC1CC(C)CN(C(=O)c2ccc3ncsc3c2)C1 (centres undefined)	99	-0.2
O=C(Nc1cccc(C(F)(F)F)c1)c1cccnc1NCCO	103	0.3
CCc1nn(CC(=O)N2CCN(c3ccc(Cl)cc3)CC2)c(=O)c2cc3occc3n12	106	-0.3
N#CC(C(=O)c1cccs1)=C1SCCCS1	104	-0.3
Cc1ncc(CO)c2c1Oc1nc(-c3ccccc3F)nc(SCC(=O)N3CCCCC3)c1C2	102	-1.1
COc1ccc(-c2nc3ccsc3c(=O)o2)cc1	103	-0.1
Cc1ccc2nc(NC(=O)c3cccn(Cc4ccccc4F)c3=O)sc2c1	114	1.6
S=C(Nc1ccccc1)Nc1ccccn1	105	0.6
Nc1n[nH]c2cc(=O)[nH]c(O)c12	5.0*	-13*
CCN(CC)S(=O)(=O)c1cccc(S(=O)(=O)c2ccc(Cl)c(S(=O)(=O)N(CC)CC)c2)c1	104	0.8
Cc1ccc2nc(NCC(C)c3ccccc3)c3nnnn3c2c1 (centres undefined)	99	-1.6
COC(=O)c1c(-c2ccc(Cl)cc2)noc1N1CCN(c2ccc(C(C)=O)cc2)CC1	110	0.7
CC(C)(C)N=C(NS(=O)(=O)c1ccc(Br)cc1)c1ccccc1	103	0.3

# Further structures
Molecule	PV pol inh	PV pol inh FP z-score
Cc1ccc(S(=O)(=O)Nc2ccc3oc(=O)sc3c2)cc1	101	0
COc1ccc(C(=O)Nc2nc3nc(C)c(Cc4ccccc4)c(=O)n3[nH]2)cc1OC	109	0.6
Cc1cccc(C(=O)NCC(=O)OCc2nc(N)nc(Nc3ccccc3C)n2)c1	103	0.2
Fc1ccccc1C1=CN2CCN=C2S1	98	-0.4
CCNC(=O)CCSc1nc2cc(Cl)ccc2o1	104	0.7
CCOC(=O)c1ccc(NC(=O)Nc2cc3c(cc2N2CCCC2)n(C)c(=O)n3C)cc1	107	-1.4
COc1ccc(-c2c(C)c3ccc(O)c(CN4CCC(C)CC4)c3oc2=O)cc1OC	103	-1.1
O=C(O)CCSc1ccccc1Cl	99	-1
Cc1ccc(NC(=O)CCS(=O)(=O)c2cccc3nsnc23)c(C)c1	102	-0.8
Cn1cccc1P(=Nc1ccccc1)(N1CCOCC1)N1CCOCC1	100	-0.1
N#CCS(=O)(=O)Cc1ccc(C(=O)O)cc1	102	0
CCc1ccc(C(=O)CSc2nnc3[nH]c(=O)c(C(C)(C)C)nn23)cc1	100	-1
Cc1cccc(-c2nc(C)c(CCNC(=O)C(=O)Nc3cccc(Cl)c3C)s2)c1	108	0.1
CCc1ccc(-n2cnc3cc(C(=O)NCCc4ccccc4)ccc32)cc1	101	-0.3
Cn1c(CSCc2nc(-c3ccc(Cl)cc3)cs2)n[nH]c1=S	100	-0.6
O/N=C(\c1ccccc1)c1nccc2ccccc12	101	-0.1
CCOC(=O)c1ccc(N=Cc2nc3ccccc3n2C)cc1	101	0.6
Cc1oc(-c2ccc(Cl)cc2)nc1Cn1c(=O)cc(C)c2c(C)nn(-c3ccccc3)c21	113	1.6
COc1ccc(C(=O)NC(c2c(C)[nH]n(-c3ccccc3)c2=O)(C(F)(F)F)C(F)(F)F)cc1	100	-0.5
C(=Nc1nc2ccccc2nc1N1CCCC1)N1CCOCC1	101	-0.1

# Carrying on.
Molecule	PV pol inh	PV pol inh FP z-score
COc1ccccc1CNC(=O)C(=O)NCC(c1cccnc1)N1CCN(c2ccc(F)cc2)CC1 (centres undefined)	106	-0.6
CCOc1ccccc1NC(=O)CSc1ncc(S(=O)(=O)c2ccc(C(C)(C)C)cc2)c(=O)[nH]1	101	-1.1
CSc1ccc(C2C(C#N)=C(N)Oc3c2ccc(=O)c2c(C)oc(C)c32)cc1 (centres undefined)	103	0.8
CN(C)C(=O)Nc1ccc(Cl)cc1	101	0
CCCCCN1C(C)=CC(=C(C#N)C#N)C=C1C	103	0.2
c1ccc(CCn2c(Cc3cccs3)nc3ccccc32)cc1	107	0.6
COc1ccc(NS(=O)(=O)c2cccc3cccnc23)c(OC)c1	104	0.5
COc1ccc(-c2cc(=Nc3ccc(OC)c(OC)c3)c3ccccc3o2)cc1	102	0.1
COc1cccc(NC(=O)CSc2ncccn2)c1	104	1.1
